# Assay outcomes (PubChem BioAssay)
# DAX1 inh-1 – inhibitors of human orphan nuclear receptor DAX1 (NR0B1). P51843. HEK293 Gal4-DAX1 luciferase reporter, luminescence. inhibition, % at 6.75 µM. 340,000 tested, 0.99% active. AID 504766;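 active means inhibition above the mean over all tested compounds plus 3 SD, cut at about 4.2% in these data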;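 further: 0% = DAX1-transfected cells with DMSO and 100% = empty-vector control cells with DMSO; inhibition shows as a rise in luminescence from relieved DAX1 repression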
# PLC-gamma1 inh – blocks human PLC-gamma1 enzyme activity; inhibition, % at 12.2 µM; 370,000 tested, 0.84% active; AID 720700; purified PLC-gamma1, fluorogenic substrate, fluorescence; in the data active means inhibition above about 9.5%
# Target sequence (P19174 whole entry, looked up): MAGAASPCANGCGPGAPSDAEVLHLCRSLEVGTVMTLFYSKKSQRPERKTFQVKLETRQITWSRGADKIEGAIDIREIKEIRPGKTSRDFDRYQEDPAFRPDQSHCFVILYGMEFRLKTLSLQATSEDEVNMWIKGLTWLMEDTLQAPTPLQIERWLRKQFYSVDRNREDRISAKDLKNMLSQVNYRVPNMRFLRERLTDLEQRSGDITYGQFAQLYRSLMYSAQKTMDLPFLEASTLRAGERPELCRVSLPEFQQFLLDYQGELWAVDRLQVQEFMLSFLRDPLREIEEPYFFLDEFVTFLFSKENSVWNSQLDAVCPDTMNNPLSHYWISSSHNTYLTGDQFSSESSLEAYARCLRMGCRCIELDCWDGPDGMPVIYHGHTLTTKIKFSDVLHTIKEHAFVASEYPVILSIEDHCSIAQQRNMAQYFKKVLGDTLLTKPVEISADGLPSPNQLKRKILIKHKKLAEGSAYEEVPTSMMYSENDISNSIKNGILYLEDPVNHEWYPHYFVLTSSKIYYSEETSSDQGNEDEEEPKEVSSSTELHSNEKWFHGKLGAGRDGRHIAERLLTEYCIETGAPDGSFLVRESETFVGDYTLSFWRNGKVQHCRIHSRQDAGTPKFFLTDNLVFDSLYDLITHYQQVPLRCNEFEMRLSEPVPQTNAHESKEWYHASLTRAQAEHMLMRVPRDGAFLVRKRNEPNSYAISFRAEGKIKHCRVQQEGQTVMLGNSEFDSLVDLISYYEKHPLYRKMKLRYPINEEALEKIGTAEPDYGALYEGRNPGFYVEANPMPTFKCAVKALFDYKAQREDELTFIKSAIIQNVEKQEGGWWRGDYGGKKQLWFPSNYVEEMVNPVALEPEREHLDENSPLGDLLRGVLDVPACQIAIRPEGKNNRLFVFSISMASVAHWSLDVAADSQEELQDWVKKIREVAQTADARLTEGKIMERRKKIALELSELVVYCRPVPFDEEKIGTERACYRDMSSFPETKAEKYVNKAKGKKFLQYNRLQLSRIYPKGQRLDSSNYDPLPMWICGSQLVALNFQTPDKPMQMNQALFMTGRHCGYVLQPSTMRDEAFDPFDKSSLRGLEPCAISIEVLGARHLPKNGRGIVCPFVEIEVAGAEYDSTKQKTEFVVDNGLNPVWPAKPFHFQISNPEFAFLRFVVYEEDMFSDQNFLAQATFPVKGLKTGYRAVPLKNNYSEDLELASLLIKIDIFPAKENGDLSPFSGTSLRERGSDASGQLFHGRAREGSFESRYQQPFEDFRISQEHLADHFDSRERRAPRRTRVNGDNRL
# SMARCA2 act – increases SMARCA2 function in MMTV reporter cells; 370,000 tested, 1% active; MG213 cells, MMTV-luciferase reporter, dexamethasone, overnight; activation, % at 9.1 µM; in the data active means activation above about 7.8%;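 further: 0% = vehicle wells and 100% = reference activator wells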
# hgDAF12 agonist – hgDAF-12 agonism, primary luciferase screen; HEK293 GAL4-hgDAF12 UAS-luciferase reporter, agonist luminescence; normalized to butyrate control; activation, % at 6.8 µM; 370,000 tested, 1.8% active;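 active means activation above a cutoff set at the mean of all screened compounds plus 3 SD, cut at about 10% in these data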;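 further: 0% = DMSO wells and 100% = sodium butyrate wells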
# ssDAF-12 act – activators of S. stercoralis DAF-12 nuclear receptor; HEK293 ssDAF-12/GRIP1 lit1-tk-luc reporter, luminescence; % of 3 µM dafachronic acid response; activation, % at 6.8 µM; 370,000 tested, 1% active;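 active means activation above the mean over all tested compounds plus 3 SD, cut at about 0.9% in these data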;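 further: 0% = DMSO-only wells and 100% = 3 µM delta7-dafachronic acid wells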
# hcDAF12 agonist – H. contortus DAF-12 activation, primary screen | 370,000 tested, 1.4% active | activation, % at 6.8 µM | HEK293 hcDAF-12 lit1-tk-luc reporter, luminescence; 0% DMSO, 100% Δ7-dafachronic acid;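 active means activation above the mean of all tested compounds plus 3 SD, cut at about 5.5% in these data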;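 further: 100% = response to 3 µM Δ7-dafachronic acid high control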
# ADAM17 inh – inhibitors of human ADAM17. P78536. recombinant ADAM17, EDANS/DABCYL FRET peptide cleavage. inhibition, % at 6.95 µM. 370,000 tested, 0.83% active. AID 720648;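 active means inhibition above the mean of compounds lying between control limits plus 3 SD, set per campaign, cut at about 8.5% in these data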;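 further: 0% = DMSO-only wells as the low control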
# Rev-erbA mod – modulates human Rev-erb alpha binding to DNA | P20393 | Rev-erbα–FITC-DNA binding, fluorescence polarization, 90 min | activity, % at 10 µM | 370,000 tested, 0.79% active | AID 1259318;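 active means activity above about 14%, limit read from the data; passing the limit was not always enough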;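 further: 0% = DMSO wells with 35 nM protein and 100% = DMSO wells with 750 nM protein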
# DAX1 inh-2 – inhibitors of DAX1 repression of SF-1 activated StAR promoter; inhibition, % at 6.8 µM; AID 652010; HEK293T StAR-luciferase reporter, SF-1/DAX-1 repression relief; 370,000 tested, 1.1% active;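 active means inhibition above the mean over all tested compounds plus 3 SD, cut at about 3.6% in these data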;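 further: 0% = DAX-1 cells with DMSO and 100% = cells lacking DAX-1 with DMSO; higher inhibition means more luminescence from relief of DAX-1 repression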
# PLCb3 inh – inhibitors of human phospholipase C beta3; Q01970; Purified PLC-beta3, fluorogenic substrate, fluorescence; inhibition, % at 12.2 µM; 370,000 tested, 0.18% active; AID 720704; in the data active means inhibition above about 11%;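 further: 0% = median of compound wells on plate and 100% = full blocker control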
# MBD2 DNA inh – inhibitors of human MBD2 binding to methylated oligonucleotide. inhibition, % at 4.4 µM. TR-FRET. 370,000 tested, 0.31% active. Q9UBB5; in the data active means inhibition above about 13%
# Numbers without * were called inactive; i = inactive; / = no result given; & = joins results of further samples.
SMILES,DAX1 inh-1,PLC-gamma1 inh,SMARCA2 act,hgDAF12 agonist,ssDAF-12 act,hcDAF12 agonist,ADAM17 inh,Rev-erbA mod,DAX1 inh-2,PLCb3 inh,MBD2 DNA inh
Cc1c(C2(O)CCCCC2)[nH]c2ncccc12,0.7,-10,-1,4.0,-1.6,-0.9,-5,-4,0.1,-1,6
O=C(CC1CCCC1)Nc1cccc(Br)c1,-0.8,0,1,3.9,-0.8,-0.6,0,-3,-0.1,-1,1
CCOC(=O)c1c(NC(=O)CC)sc(C(=O)NC2CCCC2)c1C,-1.6,-1,-5,-0.5,-0.9,-2.2,-5,-2,-0.2,-8,1
O=S(=O)(c1cccs1)N1CN(Cc2ccc(Cl)cc2)c2nc3ccccc3nc21,-0.3,-4,-1,3.6,-1.3,1.1,-10,5,0.5,-4,5
Cc1cc(C)c(NC(=O)COc2cccnc2[N+](=O)[O-])c(C)c1,-0.2,-2,-2,0.0,-1.5,0.7,-2,3,-0.9,-8,0
COc1ccc2nc(NC(=O)c3ccc([N+](=O)[O-])o3)sc2c1,-0.4,-11,4,6.5,-0.6,3.7,-5,-4,-0.6,-16,-5
COC(=O)c1cc(OC)c(OC)cc1NC(=S)Nc1cccc(C(C)=O)c1,-1.3,0,0,-0.4,-1.1,2.4,0,2,0.2,0,1
Cc1ccccc1NC(=O)Cc1nc(COC(=O)c2cc(Br)ccc2O)cs1,-0.4,-1,-2,0.5,-1.0,-0.6,-1,17,2.0,-2,0
COCCN1C=C(C(=O)OC)C(c2ccc(Cl)cc2)C(C(=O)OC)=C1,-1.5,i,0,-3.1,-1.6,-1.0,i,1,-0.5,i,3
CCCCN(CC)CCNC(=O)c1nn(-c2ccc(OC)cc2)c(=O)c2c1c1ccccc1n2C,-0.3,-57,-1,0.1,0.0,2.9,-5,8,0.0,-67,-5
Cn1c(=O)c(C(=O)NCCCc2ccccc2)c(O)c2ccccc21,0.1,2,-1,2.2,-0.5,-2.2,1,1,-0.1,-7,-4
COc1ccc(C2C(C#N)=C(C)NC3=C2S(=O)(=O)c2ccccc23)cc1 (stereo not given),-2.0,-32,-2,-0.5,-1.2,0.7,-3,8,0.7,-43,1
COc1ccc(Oc2nc(-c3ccccn3)ncc2OC)cc1,0.1,1,-3,-6.3,-1.2,-0.9,0,-3,-0.4,1,1
COc1ccc(OC)c(NC(=O)c2oc3ccccc3c2NC(=O)C2CC2)c1,0.5,0,3,-0.8,-1.0,0.6,-6,-1,-1.7,-11,0
COc1ccc(C(=O)Nc2ccnn2C2CCN(Cc3cnn(C)c3)CC2)cc1,-0.2,3,-4,-0.3,-0.6,-0.2,3,-5,-0.5,4,2
COC(=O)c1sc(NC(=O)COc2ccc(C)cc2)nc1C,0.1,-1,0,-1.3,-1.4,-1.7,1,-7,-0.8,2,-2
C[C@@H](C(=O)NCc1ccccn1)[C@H]1C[C@]1(C)[C@H](NC(=O)OCc1ccccc1)c1ccccc1,-1.6,6,1,-3.9,-1.3,-1.5,3,-9,-0.7,2,-2
O=C(COC(=O)c1n[nH]c2ccccc12)c1ccc(F)c(F)c1,0.3,-1,1,0.5,-0.7,-2.2,2,1,-1.4,0,-1
O=C(C(=O)N1CCN(c2ccccc2)CC1)c1ccco1,/,-2,2,4.8,-0.1,-1.4,-1,2,0.1,2,-3
CC(=O)C[C@H]1c2cc(C(F)(F)F)ccc2S(=O)(=O)N1Cc1ccccc1,1.5,-6,0,2.0,-0.8,0.8,-4,2,-0.4,-5,3
CCOC(=O)c1oc2cccc(O)c2c1CN1CCOCC1,-1.3,-4,-2,0.3,-1.7,-1.5,-7,-2,-0.1,-11,3
Cn1c(=O)n(C/C=C/c2ccccc2)c(=O)c2c1nc1n2CCCN1c1ccc(F)cc1,-1.3,1,-2,-2.6,-0.5,-1.4,-5,-6,0.4,1,1
O=C(CSc1nnc(-c2ccccc2)n1Cc1ccco1)Nc1ccc(OCc2ccccc2)cc1,/,11*,-7,3.3,-1.1,-1.5,10.0*,4,-0.9,7,-5
Cc1ccc(S(=O)(=O)NC(=O)C2(C)CCN2C(=O)Cc2ccc(Cl)cc2Cl)cc1 (stereo not given),/,-2,-2,1.9,-0.9,-0.7,1,-11,-0.6,3,-4
Cc1nnc(NC2(C(F)(F)F)C(=O)Nc3c2c(=O)n(C)c(=O)n3C)s1 (stereo not given),-1.7,-1,0,-1.4,-0.8,1.4,-6,-2,-0.1,-3,2
Cc1ccc(OCCNC(=O)CNC(=O)c2ccc(C)c(C)c2)cc1,-0.2,2,-1,0.5,-0.8,0.0,-3,1,-1.4,-7,3
O=c1[nH]c(C(Cl)Cl)nc2sc3c(c12)CCN(Cc1ccccc1)C3,1.7,-64,-1,-2.3,-0.9,3.9,-93,-38,0.0,-70,4
CCC(C)[C@H](NS(=O)(=O)c1ccc(C)cc1)C(=O)N1CCC(C(=O)N2CCC(C(=O)OC)CC2)CC1 (stereo not given in full),4.0,3,1,-2.5,-1.3,2.4,0,1,0.1,9,-3
CC(C)[C@@H](N)C(=O)NCC1CCC(C(=O)N[C@@H](Cc2ccccc2)C(=O)O)CC1 (stereo not given in full),-0.6,2,-2,-1.4,-0.8,1.7,-6,-2,-0.3,1,-5
CC(C)c1nc(SCC(=O)Nc2ccc3c(c2)OCCO3)c2c(=O)n(C)c(=O)n(C)c2n1,2.1,0,-1,-1.4,-1.1,0.3,-3,-1,1.5,1,-3
CSc1nc2c(cc1C#N)CCC2,0.1,2,-2,-1.1,-1.4,-0.6,2,2,-0.3,-3,0
COc1ccc(CNc2ncnc(N)n2)cc1,0.0,-3,-1,1.1,-0.5,-0.3,-3,5,-0.5,1,10
CCOC(=O)N1CCN(C(=O)c2cnsn2)CC1,0.6,3,-8,-2.2,-0.7,0.9,-2,3,-0.4,2,3
O=C(Cc1ccccc1Cl)NCCCn1ccnc1,-0.1,-2,-2,-3.5,-1.4,0.9,-3,4,0.9,0,0
C=CCc1cc(Cl)ccc1OCCNCCN1CCOCC1,0.2,2,-3,-2.1,-1.0,-0.8,-1,-1,1.1,-1,1
N#Cc1cc(F)cc(OC[C@@H](O)CN2CCC(C(O)(c3ccccc3)c3ccccc3)CC2)c1,/,2,-1,2.1,-1.0,-1.8,-1,-2,0.4,-11,-3
Cc1nn(C(C)C(=O)NCc2ccccc2Cl)c(=O)c2c1sc1ccccc12 (stereo not given),0.8,0,0,0.9,-1.7,-1.7,-5,2,-0.2,0,5
C/C(=N/NC(=O)c1cc(C)[nH]n1)c1ccco1,0.5,-1,6,2.1,-1.1,0.1,-1,-2,0.4,-9,0
CCO[C@@H]1OC(C(=O)N2CCOCC2)=C[C@H](C2CC2)[C@H]1CCCO,0.2,6,2,0.0,-0.9,-1.4,1,-3,-0.5,3,-2
CCOC(=O)c1c(-c2cccc3ccccc23)csc1NC(=O)C1C2CCC(O2)C1C(=O)O (stereo not given),0.3,-3,-2,1.7,-1.0,-1.3,-1,-2,-0.6,-5,-5
O=C(CN1C(=O)S/C(=C\C=C\c2ccccc2)C1=O)Nc1ccccc1C(=O)O,-0.9,-9,3,-1.3,-1.0,-0.4,0,-1,0.1,-9,-5
CN(C)[C@@H]1CCN(c2ccc3c(c2)O[C@H]2CCN(C2)S3(=O)=O)C1,/,0,4,8.0,0.2,0.1,1,0,-0.8,-2,1
O=C(NN=C1CCCC1)c1cc(-c2ccc(F)cc2)nc2ccccc12,1.6,-10,-1,-2.0,-1.4,0.3,-6,-6,-0.6,-11,-1
N#Cc1nc(-c2ccc(OCc3ccccc3)cc2)oc1NCCCN1CCOCC1,-1.2,-241,-7,-1.5,-1.8,-3.8,-171,-2,-1.2,-338,5
CCOc1cc(-c2noc(CCC(=O)N3CCOCC3)n2)ccc1OC,-1.4,1,2,-0.2,-1.1,-1.7,-3,-6,-0.4,3,-6
CCC(=O)c1cn(CC(=O)Nc2cccc(OC)c2)c2ccccc12,1.1,1,-3,-2.9,-0.5,-1.4,5,26*,-0.1,-4,-3
O=C(Cn1nc(C(=O)O)c2ccccc2c1=O)NCc1ccco1,0.2,0,-4,7.2,-1.3,-1.0,-2,7,0.2,0,0
O=C(Cc1ccc(S(=O)(=O)N2CCOCC2)s1)N(Cc1ccccc1)c1ccccc1,-1.0,4,-2,-5.3,-1.4,-3.3,0,1,-0.5,1,-2
COc1ccc(NC(=S)Nc2ccc(S(=O)(=O)N3CCOCC3)cc2)c(OC)c1,-0.5,-1,-2,-1.4,-0.4,3.1,-1,4,-0.6,0,-4
COc1ccc(Cl)cc1NC(=O)COC(=O)CCNS(=O)(=O)c1cccs1,0.1,4,5,-3.4,-1.1,-0.5,1,-5,1.4,-4,1
COc1ccc(N(CC(=O)N2CCN(c3cc(C)ccc3C)CC2)S(=O)(=O)c2c(C)noc2C)cc1,0.0,1,-2,0.3,-0.3,-0.1,1,1,1.6,-3,-2
O=C(/C=C/c1ccco1)N1CCN(c2ccccc2)CC1,2.3,1,-1,0.3,-1.1,0.8,2,6,0.8,0,1
CN(C(=O)c1cc(-c2cccs2)nn1-c1ccccc1)C1CCS(=O)(=O)C1 (stereo not given),2.6,-2,-2,0.9,-1.2,0.3,-1,0,-0.3,-2,-5
CCn1c(SCC(=O)OC)nnc1-c1ccccc1,0.0,2,1,-0.6,-1.4,-0.5,-4,2,0.4,2,2
COc1ccc(Cl)cc1C(=O)NCCc1ccc(S(=O)(=O)NC(=O)NC2CCCCC2)cc1,-1.9,5,-4,-1.2,-0.5,-1.3,2,-3&0,0.8,-5,-10
O=C(OCc1ccccc1)N1CCC2CC1c1ccc(N3CCOCC3)cc12 (stereo not given),0.3,-1,-1,4.0,-0.1,2.8,-4,1,2.8,3,4
O=C(Nc1cnn(Cc2ccc(F)cc2)c1)C(c1ccccc1)c1ccccc1,-0.4,10*,-3,-2.7,-1.9,-1.7,14*,2,-0.2,8,4
O=C(O)c1cccnc1SCc1cccc(Cl)c1,0.5,-5,-3,-2.7,-0.5,-0.7,-4,0,-0.2,-15,1
COc1ccc(C(C)NC(=O)C23CC4CC(CC(C4)C2)C3)cc1OC (stereo not given),-1.0,-1,-2,1.3,-1.3,-0.7,-1,1,-0.1,0,-5

# Whole records as entered above:
# O=C(O)c1cccnc1SCc1cccc(Cl)c1 in the list: DAX1 inh-1: 0.5; PLC-gamma1 inh: -5; SMARCA2 act: -3; hgDAF12 agonist: -2.7; ssDAF-12 act: -0.5; hcDAF12 agonist: -0.7; ADAM17 inh: -4; Rev-erbA mod: 0; DAX1 inh-2: -0.2; PLCb3 inh: -15; MBD2 DNA inh: 1
# COc1ccc(Cl)cc1NC(=O)COC(=O)CCNS(=O)(=O)c1cccs1 in the list: DAX1 inh-1: 0.1; PLC-gamma1 inh: 4; SMARCA2 act: 5; hgDAF12 agonist: -3.4; ssDAF-12 act: -1.1; hcDAF12 agonist: -0.5; ADAM17 inh: 1; Rev-erbA mod: -5; DAX1 inh-2: 1.4; PLCb3 inh: -4; MBD2 DNA inh: 1
